UHRF1 binding: blocks human UHRF1 binding to methylated DNA | Q96T88 | UHRF1 binding to methylated oligo, TR-FRET | inhibition, % at 4.4 µM | 0.75% of 370,000 active | AID 687016; in the data active = inhibition above about 21%;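 note: UHRF1 SRA domain binding a hemimethylated CpG hairpin DNA probe; 0% = median of test compound wells and 100% = reference inhibitor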
PRMT1 FP inh: PRMT1 (human) inhibition, primary screen; Q99873; inhibition, % at 2.79 µM; recombinant PRMT1, activity-based probe fluorescence polarization; 1.3% of 370,000 active; AID 652257;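 active = inhibition above about 21% made by adding two undisclosed values, limit read from the data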
MBD2 inh: MBD2-methylated oligo binding inhibition; AID 686964; 0.31% of 370,000 active; inhibition, % at 4.4 µM; Q9UBB5; TR-FRET, MBD2 binding to methylated oligonucleotide; in the data active = inhibition above about 13%
LEDGF integ inh: blocks HIV-1 LEDGF/p75-dependent DNA integration. TR-FRET IN-LEDGF/p75 DNA integration, Eu/Cy5. inhibition, % at 3.7 µM. 0.64% of 370,000 active. AID 743269;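 active = inhibition above the screen-wide mean plus 3 SD, cut at about 13% in these data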;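 note: signal is the Cy5 over europium emission ratio at 671 and 618 nm; 0% = plate median of compound wells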
Tn7 DDE FP: disrupts Tn7 cyclic peptide binding to fibrin D-Dimer-E complex; P02675; FP displacement of FITC-Tn7 peptide from fibrin DD(E); 0% = median of compound wells per plate; inhibition, % at 8.3 µM; 0.13% of 370,000 active;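 active = inhibition above the mean of compounds falling within the control limits plus 3 SD of them, cut at about 14% in these data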;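 note: 0% = plate median of compound wells and 100% = 10 µM Aha-Tn7 peptide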
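Assay system: human fibrin DD(E) protein / Input: 2 µM fibrin DD(E) / Benchmarks: high control of 10 µM Aha-Tn7 peptide / Measured by: fluorescence polarization of the labelled Tn7 tracer / Medium: Tris buffer with calcium and detergent, pH 7.8 / Timing: 10 min compound pre-incubation, 3 h probe incubation at room temperature / Repeats: one replicate per compound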
TCR CD3 inh: inhibitors of human TCR-CD3 interaction. TAMRA-labeled TCR probe fluorescence, biochemical. 0.37% of 360,000 active. AID 651800. inhibition, % at 9.4 µM; in the data active = inhibition above about 19%;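 note: recombinant mutant TCR 2C K166C tagged with TAMRA read by polarization; 0% = receptor in buffer alone and 100% = receptor with positive control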
proKLK7 act: activators of human kallikrein-7 zymogen; P49862; purified proKLK7, EDANS-DABCYL substrate fluorescence; 100% is mature enzyme control, 0% vehicle; activation, % at 7 µM; 0.9% of 370,000 active; AID 652039;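 active = activation above the mean of all tested compounds plus 3 SD, computed per campaign excluding outliers beyond control limits, cut at about 13% in these data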
Target sequence (P49862 whole entry, looked up): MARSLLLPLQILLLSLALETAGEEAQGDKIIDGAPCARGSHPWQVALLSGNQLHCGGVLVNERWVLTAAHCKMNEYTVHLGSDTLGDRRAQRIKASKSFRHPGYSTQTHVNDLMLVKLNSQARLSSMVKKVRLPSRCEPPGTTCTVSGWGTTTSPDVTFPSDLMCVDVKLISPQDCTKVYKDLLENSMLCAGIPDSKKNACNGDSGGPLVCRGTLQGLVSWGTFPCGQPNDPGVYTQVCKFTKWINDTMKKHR
SIAE inh: human SIAE inhibition, primary screen; inhibition, % at 9.66 µM; 0.69% of 370,000 active; Q9HAT2; SIAE FP-Rh probe binding, fluorescence polarization;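 active = inhibition above a cutoff: mean of compounds within the control limits plus 3 SD of those, cut at about 17% in these data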;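 note: 0% = plate median of compound wells and 100% = probe without SIAE protein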
Target sequence (Q9HAT2 whole entry, looked up): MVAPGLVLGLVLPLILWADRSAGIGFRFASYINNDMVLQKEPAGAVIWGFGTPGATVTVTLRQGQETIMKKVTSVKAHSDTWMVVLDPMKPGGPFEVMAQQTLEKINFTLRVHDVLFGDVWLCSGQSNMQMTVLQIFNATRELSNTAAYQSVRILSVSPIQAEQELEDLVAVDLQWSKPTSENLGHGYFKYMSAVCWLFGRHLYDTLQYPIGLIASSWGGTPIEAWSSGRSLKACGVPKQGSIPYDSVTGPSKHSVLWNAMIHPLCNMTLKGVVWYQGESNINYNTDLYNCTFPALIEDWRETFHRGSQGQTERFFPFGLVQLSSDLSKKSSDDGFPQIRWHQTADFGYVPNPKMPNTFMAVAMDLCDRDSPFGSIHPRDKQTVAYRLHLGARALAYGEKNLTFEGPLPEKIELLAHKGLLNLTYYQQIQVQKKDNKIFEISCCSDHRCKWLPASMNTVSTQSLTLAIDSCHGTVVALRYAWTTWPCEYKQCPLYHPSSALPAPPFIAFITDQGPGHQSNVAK
TDP2 absorb: blocks human TDP2 phosphodiesterase activity; O95551; recombinant TDP2, T5PNP hydrolysis, p-nitrophenol absorbance 415 nm; inhibition, % at 12.8 µM; 0.34% of 370,000 active; AID 720702;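 active = inhibition above the mean of all tested compounds plus 3 SD, set per campaign, cut at about 25% in these data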;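 note: 0% = DMSO with enzyme and 100% = buffer with substrate but no TDP2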
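System: recombinant human TDP2 / Amount: 120 nM TDP2 per well / Also added: 5 mM T5PNP chromogenic substrate / Doses: 12.8 µM single point, 1% DMSO / Incubation: 2 h at 37 °C / Detection: p-Nitrophenol epi absorbance / Evaluation: % inhibition relative to enzyme-containing and enzyme-free wells / Repeats: singlicate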
Tn6 DDE FP: disrupts Tn6 cyclic peptide binding to fibrin D-Dimer-E complex | Fibrin DD(E) TRITC-Tn6 fluorescence polarization displacement | 0.21% of 370,000 active | P02675 | inhibition, % at 8.3 µM;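 active = inhibition above a per-campaign cutoff: mean of compounds within control limits plus 3 SD, cut at about 15% in these data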;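 note: 0% = median of all compound wells on the plate and 100% = blocking peptide control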
* = called active by the depositor; x = no result given. Random draw from the library; any-hit rate near 4.6%.

SMILES	UHRF1 binding	PRMT1 FP inh	MBD2 inh	LEDGF integ inh	Tn7 DDE FP	TCR CD3 inh	proKLK7 act	SIAE inh	TDP2 absorb	Tn6 DDE FP
CCCCN(C(=O)c1cc(-c2ccco2)nc2ccccc12)c1c(N)n(CCCC)c(=O)[nH]c1=O	11.0	22.2*	-5.0	10.7	3.4	18.4	7.1	4.9	10.8	-1.0
O=C(c1ccco1)N1CCN(C(=O)c2ccco2)CC1	2.1	5.1	2.9	-1.8	-1.7	-2.3	-0.1	-9.4	-4.3	2.8
CCC1(CC)NC(=O)N(CC(=O)OCC(=O)Nc2ncc(Cl)cc2Cl)C1=O	0.3	6.3	-1.5	2.5	3.5	-8.0	-0.2	6.7	-10.7	5.6
Cc1ccc(S(=O)(=O)CCC(=O)OCC(=O)N2c3ccccc3CC2C)cc1 (stereo not given)	-0.9	-1.9	0.1	-0.9	0.2	2.8	0.5	8.9	14.4	4.0
CCN1CSC(=S)N(Cc2ccc(OC)cc2)C1	-1.7	-1.9	5.4	-4.4	-1.4	4.6	0.2	0.8	5.7	0.3
Cc1ccc2c(c1)CCO[C@]21O[C@H](CCO)C[C@H](O)[C@H]1O	-0.7	0.2	1.2	-3.1	4.2	-0.1	0.3	-3.7	1.4	6.5
CCN(C(=O)COC(=O)C1CCC(C(C)(C)C)CC1)c1c(N)n(Cc2ccccc2)c(=O)[nH]c1=O (stereo not given)	-1.1	-4.5	-5.5	6.0	-0.3	-1.3	-0.1	3.6	2.8	3.4
Cc1ccc(C(=O)OCC(=O)Nc2ccccc2N2CCOCC2)cc1	0.3	-3.2	-0.1	-2.5	4.4	-1.6	0.5	18.0*	12.0	2.1
CCOC(=O)c1csc(NC(=O)C2CCCN(S(=O)(=O)c3ccc(Br)s3)C2)n1 (stereo not given)	-0.8	-2.1	-0.7	4.4	-6.5	x	1.0	-6.4	3.6	0.2
O=C(CCc1ccccc1)N[C@H]1[C@@H](O)CCC[C@]12C(=O)N(Cc1ccccc1)c1ccccc12	2.4	-1.2	3.6	-4.2	-2.0	x	0.1	5.4	-7.2	-4.2
CC(=O)c1ccc(OC(C)C(=O)NCC2(N3CCOCC3)CCCCC2)cc1 (stereo not given)	-2.1	-6.2	-1.5	2.9	-5.3	1.4	-0.4	-5.3	-12.1	-11.2
Cc1cc(N2CCNC[C@@H]2C)ccc1N1C[C@@H](C)O[C@@H](C)C1	1.7	-0.3	2.0	-1.2	2.6	3.8	0.4	7.0	-3.5	4.5
CCCCn1c(N)c(N(CC(C)C)C(=O)CSCC(=O)Nc2cccc(C)c2)c(=O)[nH]c1=O	-0.2	2.1	-4.6	0.3	-7.7	-1.6	-0.5	0.1	3.3	6.7
COc1cccc(C(=O)Nc2nnc(S(=O)(=O)N3CCCCC3)s2)c1	-1.2	-2.2	1.0	-1.5	5.7	-0.8	0.2	-5.9	8.0	-1.7
Cc1c(Br)c([N+](=O)[O-])nn1C(C)C(=O)Nc1ccc2c(c1)OCO2 (stereo not given)	-2.6	2.9	5.6	-1.9	0.6	0.3	0.5	-0.9	0.7	0.5

Record cards (already shown).
`CCC1(CC)NC(=O)N(CC(=O)OCC(=O)Nc2ncc(Cl)cc2Cl)C1=O` in the list: UHRF1 binding = 0.3; PRMT1 FP inh = 6.3; MBD2 inh = -1.5; LEDGF integ inh = 2.5; Tn7 DDE FP = 3.5; TCR CD3 inh = -8.0; proKLK7 act = -0.2; SIAE inh = 6.7; TDP2 absorb = -10.7; Tn6 DDE FP = 5.6
`O=C(c1ccco1)N1CCN(C(=O)c2ccco2)CC1` in the list: UHRF1 binding = 2.1; PRMT1 FP inh = 5.1; MBD2 inh = 2.9; LEDGF integ inh = -1.8; Tn7 DDE FP = -1.7; TCR CD3 inh = -2.3; proKLK7 act = -0.1; SIAE inh = -9.4; TDP2 absorb = -4.3; Tn6 DDE FP = 2.8

More records:
SMILES	UHRF1 binding	PRMT1 FP inh	MBD2 inh	LEDGF integ inh	Tn7 DDE FP	TCR CD3 inh	proKLK7 act	SIAE inh	TDP2 absorb	Tn6 DDE FP
O=C(CN1CCN(c2ccc(O)cc2)CC1)N(C1CC1)C1CCS(=O)(=O)C1 (stereo not given)	-2.6	15.6	-2.6	-4.0	-1.2	-2.2	0.7	7.8	-0.9	-5.0
CC(C)CN(C(=O)COC(=O)C12CC3CC(CC(Cl)(C3)C1)C2)c1c(N)n(Cc2ccccc2)c(=O)[nH]c1=O	5.7	-0.2	0.5	-2.2	1.8	0.0	0.5	1.5	-9.9	-10.8
CCOC(=O)C1=CN(Cc2cccc(-c3ccc(Cl)nc3)c2)S(=O)(=O)N(C)C1C (stereo not given)	4.1	0.8	4.9	-0.1	-1.5	-1.9	0.1	1.4	2.3	0.0
CC(=O)NC(=S)Nc1cc(C(=O)O)ccc1Cl	-1.4	-3.3	-5.0	-2.5	-0.9	-2.8	0.3	4.0	5.3	-2.1
Oc1ccccc1-c1ccn[nH]1	-0.1	-0.7	3.9	-0.9	-2.1	-2.9	0.0	-1.6	-7.9	-5.0
CC(C)COC(=O)c1ccc(NC(=O)C2C3C=CC(C3)C2C(=O)O)cc1 (stereo not given)	-1.1	-1.9	-1.8	-2.5	0.5	-7.2	-0.1	1.8	-6.0	-1.9
CCOc1cccc(CN2CCC(CCC(=O)NC3CC3)CC2)c1O	2.0	-1.2	3.7	-1.6	1.9	4.0	0.8	2.5	5.5	1.6
CCOCCCn1c(SCC(=O)Nc2ccccc2)nc2ccccc2c1=O	-3.9	0.3	0.7	2.5	-3.6	2.0	0.4	-3.2	-3.1	-5.6
CCCCN(CC)C(=O)Cc1ccccc1OC	-0.5	0.8	-2.0	-2.3	4.5	4.5	-0.1	0.8	-7.1	-2.4
Cc1c(N=Cc2cc3c(cc2Cl)OCO3)c(=O)n(-c2ccccc2)n1C	2.5	0.8	3.7	-3.1	3.5	6.5	0.4	0.3	6.6	-6.4
COc1ccc(-c2[nH]ncc2/C=N/NC(=O)c2ccc(Br)cc2)c(OC)c1	0.7	-2.9	-2.7	3.8	-9.8	-5.6	1.1	-10.3	-13.7	-2.5
CCCC(C)NC(=O)c1cc(S(=O)(=O)N2CCCCCC2)ccc1OC (stereo not given)	2.0	-0.2	4.1	0.6	-5.6	4.5	-0.4	-4.1	-3.8	-1.3
Cc1ccc(NC(=O)Cc2ccsc2)cc1Cl	-6.0	-5.5	-5.7	5.3	-1.4	1.0	0.2	-0.6	-7.1	3.1
CC(=O)SC(C[N+](=O)[O-])c1cn(C(C)=O)c2ccccc12 (stereo not given)	-2.0	20.5	-4.6	2.9	5.3	0.8	-1.9	0.5	0.8	-4.2
C=CCNc1cc(C(F)(F)F)nc(-c2ccccn2)n1	-0.8	-2.4	0.8	5.8	-0.9	-1.4	0.5	11.0	6.2	-3.0
O=C(NCCCN1CCOCC1)C(=O)N/N=C/c1ccccc1O	-0.4	-8.3	-2.7	-4.1	1.8	-4.0	-0.7	-1.6	-13.5	-3.3
NC(=O)c1ccccc1NC(=O)CN1CCN(Cc2ccc(Cl)cc2Cl)CC1	3.4	0.6	-1.1	-3.4	5.8	-5.5	0.2	-3.2	-3.8	-0.8
COc1ccc(C(C(=O)NC2CCCC2)N(CCCO)C(=O)c2snc(C(N)=O)c2N)cc1 (stereo not given)	-0.2	-1.1	3.7	-0.7	2.2	2.6	2.8	6.0	5.0	-1.8
COc1cc(/C=C/C(=O)Nc2ccc(N3CCCCC3)c(S(=O)(=O)Nc3ccccc3Cl)c2)cc(OC)c1OC	1.0	-1.7	6.9	0.2	-0.8	-4.8	-0.6	-36.8	-9.1	3.5
CCOC(=O)C1CCN(C(=O)/C=C/c2ccc3c(c2)OCO3)CC1	-2.3	-2.2	-1.0	0.6	-3.9	-0.2	0.8	-3.8	-10.7	-0.2
CCCCCN(C(=O)COC(=O)c1ccc(C)cc1)c1c(N)n(CCCC)c(=O)[nH]c1=O	5.3	6.6	9.0	-2.5	7.1	1.0	0.6	-5.9	3.4	-2.8
CN(CC1COc2ccccc2O1)C(=O)Cn1cc(C(F)(F)F)ccc1=O (stereo not given)	-2.6	-0.2	-4.4	-2.8	-2.4	-2.2	-0.3	-3.0	9.5	-0.2
CCc1nn(C(CC)C(=O)NCc2cccc(OC)c2OC)c(=O)c2cc3occc3n12 (stereo not given)	-2.7	-0.2	1.6	0.4	-7.0	-1.8	0.4	0.7	11.8	0.7
O=C(CSc1ccccc1)N1CCC(Oc2cccnc2)CC1	-2.9	-1.0	1.8	2.1	5.4	x	-0.1	3.9	1.5	-6.1
O=C(Nc1ccccc1C(=O)NCC1CCCO1)c1ccc(Cl)cc1Cl (stereo not given)	1.7	-0.8	4.8	0.9	-4.9	-3.0	0.3	4.2	-0.2	-6.2
Cc1ccc(C)c(COC(=O)c2cc(S(=O)(=O)N3CCCCC3)ccc2N2CCOCC2)c1	0.2	1.1	-0.4	-2.8	3.9	-0.5	-2.6	-12.6	-2.0	5.7
C[C@@H](c1ccccc1)N1C[C@H]2CCCN2c2cc(Br)ccc2S1(=O)=O	0.7	-0.7	-0.1	3.2	-4.4	-2.3	0.5	-4.7	-3.1	9.8
CC1(C)Cc2c(c(=S)nc(-c3ccccc3)n2CCOCCO)CO1	3.4	21.9*	4.1	0.3	-2.1	6.6	0.6	-3.0	11.2	2.7
COC(=O)C(Nc1ccccc1Cl)(c1cc(C)c(O)c(C)c1)C(F)(F)F (stereo not given)	2.0	1.1	3.2	-2.7	-3.3	5.0	0.1	-13.2	-4.8	-6.9
COc1cccc(-c2nc(COc3ccc(Cl)cc3Cl)no2)c1	6.6	-6.4	-5.2	-1.5	-2.4	-7.0	0.7	1.0	-13.4	3.8
O=C(O)Cn1cc(/C=C2/NC(=O)N(c3ccc(Cl)cc3)C2=O)c2ccccc21	-0.9	2.0	2.0	0.0	-3.5	-4.4	1.0	0.8	-2.8	-10.3
Cc1ccccc1OCc1nc2ccccc2c(=O)n1N	0.7	1.2	3.5	1.9	6.0	7.1	0.1	1.8	9.2	-3.2
COCCCNC(=O)/C(C#N)=C/c1ccc(F)cc1	1.4	-4.3	-2.3	-0.2	-5.6	6.2	-0.6	32.8*	-4.0	-5.4
Brc1cccc(-c2nc3c4ccccc4ccn3c2CC2CCCCC2)c1	10.4	-7.3	-3.8	0.9	-8.9	-6.4	-0.1	-4.4	-2.9	-6.6
O=C(Cn1cccn1)N1CCCC(N2CCN(c3ccccc3F)CC2)C1 (stereo not given)	0.7	-1.8	-1.6	3.0	0.5	-13.2	-0.5	2.3	11.0	14.3
CCN1CCN(C(=O)C2CCN(Cc3nc(-c4cccc(Cl)c4)oc3C)CC2)CC1	-1.7	3.0	5.7	1.3	5.5	6.4	0.3	6.6	-6.0	-1.4
CCCCCCC(C)n1[nH]c(=O)cc1N (stereo not given)	-2.7	2.6	2.4	-1.7	0.3	-8.4	0.3	6.1	-18.3	8.2
O=C1CC(c2ccco2)Cc2nc(Nc3ccc(F)cc3)ncc21 (stereo not given)	-0.7	2.0	-2.0	1.7	6.1	1.8	-0.3	-0.7	5.0	1.6

Screens from PubChem BioAssay.
